Tb PFK block = qHTS Assay to Find Inhibitors of T. brucei phosphofructokinase; T. brucei PFK, ADP-Glo luminescence; ATP-dependent 6-phosphofructokinase (Trypanosoma brucei brucei), O15648; 0.17% of 330,000 active; Potency, µM (doses to about 57.5 µM), inactives show at the top dose activity, negative = inhibition, hits mostly inhibitors;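 further: potency means the concentration at half of the fitted maximal effect; 0% = uninhibited 1x PFK enzyme wells and -100% = no-enzyme wells; nearly all actives have a fitted effect of over 60% in size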
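Luminescent ADP detection (ADP-Glo, two-step: ATP depletion then ADP-to-ATP conversion for luciferase) reported PFK activity after 45 min room-temperature reaction of 1.25 nM enzyme with 0.5 mM F6P and 0.1 mM ATP at pH 8.0.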
ELG1 repair inh = qHTS screen for small molecules that inhibit ELG1-dependent DNA repair in human embryonic kidney (HEK293T) cells expressing luciferase-tagged ELG1 | HEK293T ELG1-luciferase reporter, luminescence, 16 h; DNA damage induced by 5-fluorouridine | AID 504467, 2011 | 2.3% of 330,000 active | Potency, µM (highest dose often 46.1 µM), inactives show top-dose activity change, negative = inhibition, usual class: inhibitors; further: potency means the concentration at half of the fitted maximal effect; on the % scale 0 is the no-effect control and ±100 the full control effect; nearly all actives have a fitted effect of over 55% in size
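DMSO vehicle served as the neutral condition. Each well held 2,000 cells given 5-fluorouridine plus compound; after 16 hr at 37 °C/5% CO2, ONE-Glo was added and luciferase measured 30 min later.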
AT treatment = qHTS Assay for Identifying a Potential Treatment of Ataxia-Telangiectasia; […] A-T fibroblasts, KAP-1 phosphorylation AlphaLISA; neocarzinostatin DNA damage 30 min before lysis; Potency, µM (series often up to 57.5 µM), without a hit: top-dose activation, most hits filed as activators; 0.19% of 320,000 active; AID 485349, 2010; further: potency means the concentration at half of the fitted maximal effect; % of control where 0% means no effect; nearly all actives have a fitted effect of over 45% in size
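hTERT-immortalized A-T patient fibroblasts ([…]), 500 cells/well in OPTI-MEM, 1% FBS, got compounds for 60 min, then NCS for 30 min at 37C. Lysates were then assayed for phospho-KAP-1 by AlphaLISA (anti-pKAP1 donor, anti-KAP1 acceptor beads), 6 hr at 25C.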
Chronic BCR inh = qHTS Assay to Find Inhibitors of Chronic Active B-Cell Receptor Signaling | ABC-DLBCL IkBa-CBG/CBR reporter, luminescence ratio, 4 h | Potency, µM (top dose mostly 46.1 µM), for inactives: at the top dose ratio change, negative = lower green/red ratio, hits mostly inhibitors | 0.05% of 340,000 active | AID 493014, 2011; active means well fitted inhibition curve with a large enough effect in the signal ratio, with a control signal flat, not every such curve was filed as active; inconclusive means small, poorly fitted or top-dose-only effect, or effect the other way, or a change in a side signal; the % refers to the signal ratio;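 further: potency means the concentration at half of the fitted maximal effect; plate controls were basal doxycycline-induced cells for no effect and cells given 10 µM MG132 for full effect; MG132 reads +100%, hits lower the ratio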
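Cell line TMD8 (human ABC DLBCL), stably expressing tet-inducible CBG68-IkBa fusion and CBR; IMDM/0.5% FBS; cpd up to 46 uM; dox induction, 4 h, 37C/5% CO2; dual luminescence; green/red ratio; MG132 control.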
a7 integrin act = qHTS for Activators of Integrin-Mediated Alleviation for Muscular Dystrophy | 0.064% of 350,000 active | AID 624291, 2012 | Potency, µM (series often up to 38.3 µM), for the others: top-dose activation, hits mostly activators | alpha7betagal myoblasts, beta-gal FDG fluorescence, 48 h;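 further: potency means the concentration at half of the fitted maximal effect; 100% = response of the positive control SU9516; nearly all actives have a fitted effect of over 60% in size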
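alpha7betagal+/- myoblasts (passage 13, 250/well) treated 48 h at 37C with compounds at 1:260 dilution of DMSO stock. Lysed, then beta-galactosidase activity read as FDG fluorescence (ex 480/em 540) after 30 min, with pre-read for autofluorescence.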
Eya2 phos inh = qHTS Assay for Inhibitors of the Phosphatase Activity of Eya2; Protein phosphatase EYA2 (Homo sapiens), O00167; 0.006% of 330,000 active; recombinant Eya2, OMFP fluorescence dephosphorylation (OMFP is methylfluorescein phosphate); Potency, µM (doses to about 76.9 µM), for the others: top-dose activity, negative = inhibition, usual class: inhibitors; further: potency means the concentration at half of the fitted maximal effect; on the % scale 0 is the no-effect control and ±100 the full control effect
Target sequence (O00167 whole entry, looked up): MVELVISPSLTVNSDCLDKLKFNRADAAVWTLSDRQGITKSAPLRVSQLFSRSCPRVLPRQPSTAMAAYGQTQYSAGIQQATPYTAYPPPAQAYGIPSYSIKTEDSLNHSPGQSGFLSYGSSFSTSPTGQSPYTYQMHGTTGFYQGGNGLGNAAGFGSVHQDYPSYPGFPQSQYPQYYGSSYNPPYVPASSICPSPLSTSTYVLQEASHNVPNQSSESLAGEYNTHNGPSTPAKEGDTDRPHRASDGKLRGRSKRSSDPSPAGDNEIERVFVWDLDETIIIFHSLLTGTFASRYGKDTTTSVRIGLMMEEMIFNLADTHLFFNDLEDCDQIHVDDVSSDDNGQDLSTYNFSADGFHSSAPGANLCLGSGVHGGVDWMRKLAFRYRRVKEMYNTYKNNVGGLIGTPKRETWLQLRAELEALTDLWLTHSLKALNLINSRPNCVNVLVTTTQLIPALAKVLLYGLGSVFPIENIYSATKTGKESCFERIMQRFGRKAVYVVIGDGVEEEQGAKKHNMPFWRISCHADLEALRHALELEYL
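Eya2 protein (added as 0.2 uM solution) was preincubated with compound for 10 min at ambient temperature in 50 mM HEPES pH 7.5, 50 mM NaCl, 5 uM MgCl2, 0.05% BSA, 1 mM DTT. OMFP (added at 50 uM) then reacted 10 min; fluorescence read at 485/525 nm.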
Mito fusion yeast = qHTS Assay for Small Molecule Inhibitors of Mitochondrial Division or Activators of Mitochondrial Fusion; AID 485298, 2010; Potency, µM (series often up to 46.1 µM), inactives show top-dose growth rescue (activation), hits mostly activators; 0.23% of 320,000 active; S. cerevisiae fusion-defective mutant growth rescue, CellTiterGlo 48 h;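 further: potency means the concentration at half of the fitted maximal effect; % of control where 0% means no effect; nearly all actives have a fitted effect of over 45% in size; temperature-sensitive fusion mutants such as fzo1-1 at 37 °C on non-fermentable ethanol glycerol medium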
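Read-out: ATP-based luminescence (CellTiterGlo, 10 min ambient) reporting growth of fusion-defective ts yeast after 48 hours at 37C on glycerol/ethanol YPEG medium in the presence of compound.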
TCR act = Activators of T cell receptors: qHTS campaign; primary human leukocytes, anti-CD3, IL-2 HTRF, 48 h; Potency, µM (highest dose often 9.22 µM), for the others: at the top dose activation of IL-2 secretion, hits mostly activators; 330,000 tested, under 10 active; AID 504894, 2011; further: % of control where 0% means no effect
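Using a-CD3 beads without co-stimulation, primary human leukocytes were exposed to compounds for 48 hr. An HTRF IL-2 kit measured the cytokine, with europium-to-d2 energy transfer producing emission at 665nm upon 320nm excitation.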
TSG101-PTAP inh = qHTS Assay for Iinhibitors of HIV-1 Budding by Blocking the Interaction of PTAP/TSG101; Potency, µM (highest dose often 115 µM), for the others: at the top dose activity change, negative = inhibition, most hits filed as inhibitors; Fluorescence polarization, FITC-PTAP peptide / Tsg101 binding; 340,000 tested, under 10 active; Tumor susceptibility gene 101 protein (Homo sapiens), Q99816; active means well fitted inhibition curve with a large enough effect in the main read-out, with a control signal flat, not every such curve was filed as active; inconclusive means small, poorly fitted or top-dose-only effect, or effect the other way, or a change in a side signal; inactive means no such curve, though single readings can be large or run the other way; further: potency means the concentration at half of the fitted maximal effect; % of control where 0% means no effect
Target sequence (Q99816 whole entry, looked up): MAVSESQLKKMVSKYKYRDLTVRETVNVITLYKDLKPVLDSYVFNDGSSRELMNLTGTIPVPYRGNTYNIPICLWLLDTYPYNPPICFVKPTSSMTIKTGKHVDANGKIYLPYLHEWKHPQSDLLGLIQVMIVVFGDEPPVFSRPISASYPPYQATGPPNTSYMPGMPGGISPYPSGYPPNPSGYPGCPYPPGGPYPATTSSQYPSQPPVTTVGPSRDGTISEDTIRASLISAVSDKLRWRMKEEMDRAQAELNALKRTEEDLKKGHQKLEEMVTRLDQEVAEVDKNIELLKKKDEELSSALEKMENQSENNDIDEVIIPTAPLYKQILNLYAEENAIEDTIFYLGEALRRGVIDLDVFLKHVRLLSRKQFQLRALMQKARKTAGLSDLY
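Fluorescence polarization binding of Tsg101 binding domain (10 uM final) to FITC-labeled PTAP peptide (50 nM final) in HEPES pH 7.5 buffer with NaCl, Tween 20, EDTA, TCEP. Compounds added before peptide; binding 20 min at RT.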
TSHR antagonist = Antagonists of the Thyroid Stimulating Hormone Receptor: HTS campaign | AID 504810, 2011 | TSHR-expressing cells, TSH-stimulated cAMP HTRF, 2 h; hits give low values | activity change, negative = inhibition, % at 11.5 µM | Thyrotropin receptor (Homo sapiens), P16473 | 0.2% of 330,000 active;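 active means activity change below a set negative limit, meaning inhibition stronger than a set level, cut at about -70% in these data; inconclusive means activity change between two set negative limits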; further: on the % scale 0 is the no-effect control and ±100 the full control effect
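Read-out is FRET at 665 nm (cryptate excitation 337 nm) from a cryptate-tagged anti-cAMP antibody, competed by cell cAMP against cAMP-d2. Compounds are tested on freshly harvested TSHR cells challenged with 4nM TSH (EC80) for 2 hours at 37 deg C.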
S-ASM inh = Inhibitors of Secretory Acid Sphingomyelinase (S-ASM): qHTS | Sphingomyelin phosphodiesterase (Homo sapiens), P17405 | Potency, µM (titrated, usually from 57.5 µM), for inactives: at the highest dose activity change, negative = inhibition, most hits filed as inhibitors | 0.006% of 340,000 active | placental ASM, HMU-PC fluorogenic substrate, 60 min; further: potency means the concentration at half of the fitted maximal effect
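Fluorogenic HMU-PC substrate (9 uM final) is turned over by placental ASM in 60 min at 37 C after a 10 min compound preincubation. Reaction ended by alkaline stop (pH 10), with fluorescence read at 386/447 nm.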
Starred values were filed as active, the others as inactive; ? = inconclusive; / = no result given; [ ] = remark or other dose. Unless noted, the call rests on the fitted dose curve; in most records, active means well fitted curve in the direction sought with a large enough effect; inconclusive means small, poorly fitted or top-dose-only effect, or another doubt; inactive means no such curve, though single readings can be large; an effect the other way counts as inactive or inconclusive.

SMILES	Tb PFK block	ELG1 repair inh	AT treatment	Chronic BCR inh	a7 integrin act	Eya2 phos inh	Mito fusion yeast	TCR act	TSG101-PTAP inh	TSHR antagonist	S-ASM inh
O=C(CSc1nnc(SCc2ccc(Cl)cc2)s1)N/N=C/c1ccc(C(=O)O)cc1	-5%	7%	-3%	-8%	-14%	-15%	8%	-2%	-6%	-6	-3%
O=C(NCc1ccccn1)C12CC3CC(CC(C3)C1)C2	-7%	10%	4%	14%	14%	8%	3%	-1%	-4%	-1	6%
CC(Oc1ccccc1)C(=O)OCC(=O)N1CC(=O)Nc2ccccc21 (stereo not given)	5%	-6%	11%	0%	2%	-10%	3%	1%	-2%	6	5%
O=[N+]([O-])c1ccc(S(=O)(=O)Nc2cccc(-c3ccc(N4CCCC4)nn3)c2)cc1	-4%	?	-4%	?	7%	-9%	9%	-7%	-2%	-2	-4%
COc1cccc(/C=N/NC(=O)CCC(=O)Nc2ccc(Br)cc2)c1	-2%	20%	5%	-2%	-21%	8%	-10%	-2%	1%	5	-1%
CCCOC(=O)CSc1nnc(-c2ccc(Cl)cc2Cl)o1	-2%	0%	5%	0%	17%	9%	0%	5%	-10%	-18	-1%
Cc1nn(C(C)C(=O)NC2CCC(C)CC2)c(=O)c2nn(-c3ccccc3)c(C)c12 (stereo not given)	1%	?	-5%	-3%	-6%	1%	-20%	-22%	-7%	-9	-1%
CCOC(=O)Cn1c(C)c(C#N)c2ccccc21	2%	9%	2%	9%	-8%	-5%	-1%	-1%	-4%	-7	2%
O=C(Cc1ccccc1)NCCCN1CCN(CCCNC(=O)Cc2ccccc2)CC1	-3%	18%	-1%	?	-7%[7.66 µM]	-13%	-7%	-2%	-2%	6	3%
COc1ccc(Br)cc1CNC(=O)C1CCN(S(=O)(=O)N2CCC(C)CC2)CC1	-1%	?	-9%	-5%	16%	2%	4%	-2%	-10%	101	1%
O=S(=O)(c1ccccc1)N1CCN(c2nc3ccccc3s2)CC1	4%	?	8%	?	3%	6%	-1%	-2%	-4%	6	2%
CN(C(=O)CCn1c(=S)oc2ccccc21)C1CCCCC1	-8%	?	-1%	6%	26%	-4%	9%	-2%	-3%	-4	42%
Cc1ccc(C)c(NS(=O)(=O)c2ccc(OCC(=O)NCc3ccccn3)cc2)c1	3%	?	-2%	1%	?	10%	-2%	3%	-5%	-9	-1%
CNC(=O)c1[nH]cnc1C(=O)N[C@@H](CC(C)C)C(=O)OC(C)(C)C	3%	22%	-9%	-9%	-24%	6%	-1%	-1%	0%	-5	-3%
O=C(COC(=O)c1cccc(C(F)(F)F)c1)NCc1ccc(Cl)cc1	-2%	5%	1%	-2%	17%	8%	-11%	1%[46.1 µM]	-2%	-3	5%
Cc1ccc(OCCOc2cccc(Br)c2)c([N+](=O)[O-])n1	?	?	8%	?	5%	-2%	17%	2%[46.1 µM]	-3%	-13	3%
CCC(C)[C@H](NC(=O)NCC1CCCO1)C(=O)OC (stereo not given in full)	3%	11%	-1%	-11%	-1%[7.66 µM]	5%	-6%	-4%	-5%	1	3%
CC1CCN(S(=O)(=O)c2ccc(Cl)cc2)CC1	-1%	-18%	13%	?	-2%	-4%	2%	-1%	-4%	-8	2%
CC1CCN(C(=O)CN2C(=O)C(C)(C)Oc3ccc(C(=O)NC4CCCC4)cc32)CC1	-3%	-26%	-4%	1%	-13%	2%	2%	3%	-2%	0	0%
CC(=O)Nc1ccc(NC(=O)c2ccccc2S(=O)(=O)c2ccccc2[N+](=O)[O-])cc1	-4%	-10%	10%	2%	-31%[inhibitor]	-20%	-1%	-4%[46.1 µM]	-1%	-1	2%
CC(=O)c1cccc(N(C(=O)Cn2nnc3ccccc32)C(C(=O)NCC2CCCO2)c2ccc(N3CCOCC3)cc2)c1 (stereo not given)	2%	12%	-1%	0%	-23%	2%	4%	-2%	-3%	-5	-2%
COc1cccc(-c2csc(NC(=O)C3CC3)n2)c1	-4%	?	2%	6%	-26%	8%	6%	-11%	2%	-8	-3%
O=C(Nc1nnc(SCc2ccccn2)s1)C1CC(=O)N(c2ccc(F)cc2)C1 (stereo not given)	-14%	-1%	-3%	?	12%	-3%	-2%	-7%	-2%	1	/
CN(C)S(=O)(=O)c1ccc(C(=O)Oc2coc(CSc3ncccn3)cc2=O)cc1	-18%	1%	6%	-1%	-37%	-6%	-5%	-3%	-3%	22	3%
Cc1ccc(C(=O)CSc2nn3c(=O)c(C(C)(C)C)nnc3s2)cc1	4%	6%	4%	?	-2%	7%	1%	-1%	-3%	-9	-1%
COc1ccc(-n2nc(C(=O)NCC(=O)NCCCN3CCOCC3)c3ccccc3c2=O)cc1Cl	2%	-10%	-4%	-1%	12%	16%	-4%	9%	1%	7	25%
CCn1cnc2c(Nc3cccc(Cl)c3)nc(C#N)nc21	0%	?	-2%	?	/	-3%	14%	2%	-1%	-38	77%
CCOC(=O)c1c(C)oc2cc(Br)c(O)c(Br)c12	-4%	?	0%	?	1%	20%	15%	-1%	-3%	-2	-6%
CCN(CC)CCn1c2c(c(SCC(=O)Nc3ccccc3Cl)nc1=O)CCCC2	-7%	1%	2%	1%	-7%	3%	-1%	-1%	-2%	26	-5%
O=C(O)C1C2CCC(O2)C1C(=O)Nc1ccc(O)cc1 (stereo not given)	-4%	13%	0%	3%	-6%	-2%	1%	-3%[46.1 µM]	-2%	-1	/
Cc1ccc(OCCn2cc(/C=C(\C#N)C(=O)NCC3CCCO3)c3ccccc32)cc1 (stereo not given)	7%	?	-3%	-2%	-19%	-1%	?	1%[46.1 µM]	0%	-19	15%
O=C(CCNC(=O)C1CCN(S(=O)(=O)c2ccc(F)cc2)CC1)NC1CC1	0%	0%	4%	2%	?	-2%	-3%	12%	0%	7	5%
CCOC(=O)C1=C(C)N(C)C(C)=C(C(=O)OCC)C1c1ccc(C(=O)OC)cc1	-1%	-28%	4%	?	-2%	-15%	17%	3%	-1%	9	-7%
O=C(Nc1cccc2nsnc12)c1cccnc1	0%	-18%	-5%	1%	4%	6%	3%	1%[46.1 µM]	-1%	-7	17%
O=S(=O)(Nc1nccs1)c1ccc(NS(=O)(=O)c2c(F)cc(F)c(Cl)c2F)cc1	3%	-2%	9%	7%	27%	4%	/	7%	0%	-17	1%
OC1(c2ccc(F)cc2)CN(c2ccccc2)C2=[N+]1CCS2 (stereo not given)	-1%	3%	-6%	?	?	-2%	-1%	3%[46.1 µM]	0%	-5	5%
CCOc1ccc(S(=O)(=O)N2CCN(c3ncccn3)CC2)cc1	2%	-4%	19%	-4%	15%	-10%	0%	11%	-2%	3	-1%
CC(C)(C)CNc1cc(N2CCCC2)ccc1[N+](=O)[O-]	4%	-2%	-3%	-4%	7%	-13%	-1%	-9%	-1%	7	-1%
CN1CCN(c2ncnc3scc(-c4ccccc4Cl)c23)CC1	-1%	4.1µM*	3%	-10%	?	10%	-11%	1%	-1%	0	0%
